Bioassay records: PubChem, several laboratories
Runt-CBFb FRET = inhibitors of RUNX1 Runt–CBFb binding, primary screen, biochemical, FRET, Cerulean-Runt, Venus-CBFb, uHTS. inhibition, % at 20 µM. Runt-related transcription factor 1 (Homo sapiens) + Core-binding factor subunit beta …. 220,000 tested, 0.46% active. Cerulean-Runt/Venus-CBFb FRET ratio 530/480, 1 h. AID 1496, 2009;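 active = inhibition over about 50% at 20 µM in the single-dose screen, limit read from the data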;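 note: 0% = DMSO wells and 100% = excess unlabeled CBFb competitor control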
Target sequence (Q01196 whole entry, looked up): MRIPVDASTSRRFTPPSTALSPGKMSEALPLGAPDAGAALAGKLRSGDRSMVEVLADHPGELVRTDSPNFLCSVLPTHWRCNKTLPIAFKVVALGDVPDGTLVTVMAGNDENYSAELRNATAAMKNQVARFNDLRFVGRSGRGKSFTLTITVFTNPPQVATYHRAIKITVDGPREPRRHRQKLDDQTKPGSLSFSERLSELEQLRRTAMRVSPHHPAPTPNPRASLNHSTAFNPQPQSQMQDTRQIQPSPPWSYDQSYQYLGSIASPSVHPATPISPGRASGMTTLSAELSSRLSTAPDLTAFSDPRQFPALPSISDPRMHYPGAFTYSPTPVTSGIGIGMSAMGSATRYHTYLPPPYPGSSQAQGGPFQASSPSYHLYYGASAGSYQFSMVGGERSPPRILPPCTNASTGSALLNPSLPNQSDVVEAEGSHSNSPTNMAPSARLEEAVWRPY
Target sequence (Q13951 whole entry, looked up): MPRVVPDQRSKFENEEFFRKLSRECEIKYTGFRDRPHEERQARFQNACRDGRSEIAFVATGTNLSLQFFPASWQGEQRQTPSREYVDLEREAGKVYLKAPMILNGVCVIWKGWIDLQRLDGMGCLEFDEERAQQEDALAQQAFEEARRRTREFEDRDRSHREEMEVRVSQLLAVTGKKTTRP
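Reagent – Venus-CBFb binding partner, 100 nM · Assay system – Cerulean-tagged RUNX1 Runt domain (FRET donor) fusion protein · Input – 100 nM per protein · Incubation – two 1 h room-temperature incubations shielded from light · Measured by – FRET fluorescence · Medium – Tris buffer pH 7.5 with salts and BSA · Benchmarks – unlabeled CBFb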
Hck Nef HTS = inhibitors of Nef-activated human Hck kinase, primary screen, biochemical, Z-Lyte FRET, 384-well, Hck-YEEI; Recombinant Hck-YEEI plus Nef, Z-Lyte FRET kinase assay; Tyrosine-protein kinase HCK (Homo sapiens), P08631; 220,000 tested, 0.68% active; AID 463187, 2010; inhibition, % at 20 µM;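 active = Hck-Nef kinase inhibition above about 50%, limit read from the data; inactive = inhibition below that limit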;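 note: 0% = DMSO with Hck plus Nef and 100% = Hck alone without Nef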
RBBP9 inhibitor = human RBBP9 inhibitors, primary screen, biochemical, fluorescence polarization, FP-Rh probe, HTS; Serine hydrolase RBBP9 (Homo sapiens), O75884; recombinant RBBP9; inhibition, % at 7.94 µM; 220,000 tested, 0.2% active; AID 1515, 2009;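 active = inhibition above the campaign mean of all tested compounds plus 3 SD, cut at about 14% in these data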;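 note: plate controls were DMSO wells with RBBP9 for no effect and wells lacking RBBP9 protein for full effect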
Target sequence (O75884 whole entry, looked up): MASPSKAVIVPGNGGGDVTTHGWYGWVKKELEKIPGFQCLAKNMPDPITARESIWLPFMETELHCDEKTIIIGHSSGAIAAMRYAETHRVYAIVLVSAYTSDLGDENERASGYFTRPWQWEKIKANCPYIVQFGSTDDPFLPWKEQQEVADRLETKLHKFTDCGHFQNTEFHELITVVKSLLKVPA
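System: RBBP9 protein / Quantity: 2.5 µM RBBP9 dispensing solution, before mixing / Also added: Serine-hydrolase probe FP-Rh, 375 nM pre-mixing / Dosing: 7.94 µM single dose, 0.794% DMSO / Timing: enzyme-compound preincubation 30 min, then probe labeling 45 min, 25 °C / Signal: FP readout at 525/598 nm / Controls: DMSO-treated enzyme wells and wells lacking RBBP9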
Runt-SMMHC FRET = inhibitors of RUNX1 Runt–CBFb-SMMHC binding, primary screen, biochemical, FRET, Cerulean-Runt, Venus-CBFb-SMMHC, uHTS; Cerulean-Runt/Venus-CBFb-SMMHC FRET ratio 530/480, 1 h; Runt-related transcription factor 1 (Homo sapiens) + Core-binding factor subunit beta …; inhibition, % at 20 µM; AID 1434, 2008; 220,000 tested, 0.74% active;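 active = mean inhibition across duplicate retests at 20 µM reaching about 50%, limit read from the data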;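 note: 0% = DMSO wells and 100% = wells with excess untagged CBFb-SMMHC; inhibitors lower the FRET ratio by blocking Runt binding to CBFb-SMMHC; some results filed as inactive read as strong as hits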
EP2 antag = human EP2 receptor antagonists, primary screen, TR-FRET cAMP, C6 glioma cells. 260,000 tested, 0.52% active. C6 glioma cells expressing human EP2; cells stimulated with saturating PGE2. AID 1422, 2008. inhibition, % at 25 µM. Prostaglandin E2 receptor EP2 subtype (Homo sapiens), P43116;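 active = percent inhibition above 40 after rounding to a whole number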;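 note: rat C6 glioma host cells with rolipram phosphodiesterase inhibitor present; the protocol text gives 20 µM as final concentration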
PERK inhibitor = block of dimerizer-induced PERK translation repression, primary screen, PERK inhibitor project, CHO PERK-DD cells, SEAP luminescence, HTS. inhibition, % at 5.6 µM. CHO PERK-DD fusion, SEAP luminescence translation reporter. AID 1416, 2008. 220,000 tested, 0.17% active;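 active = inhibition above the mean inhibition of all tested compounds plus 3 SD, set separately per screening campaign, cut at about 2.9% in these data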;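 note: PERK kinase domain activated by AP20187 dimerizer at 100 nM; 0% = DMSO with dimerizer and 100% = rapamycin at 8.4 µM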
L929 necroptosis = inhibitors of zVAD-triggered necroptosis, primary screen, L929 cells. L929 zVAD necroptosis rescue, ATP luminescence, 24 h; with zVAD 60 µM. viability rescue, % at 10 µM. 220,000 tested, 0.38% active. AID 1377, 2008;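 active = activation, scaled between plate controls, above about 75%, limit read from the data; inactive = activation under that limit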;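 note: 0% = zVAD with DMSO and 100% = DMSO alone without zVAD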
EP2 mod = EP2 receptor modulators, cAMP readout, primary screen, cell-based, HTRF cAMP, PGE2 stimulation | induction, % at 25 µM | 260,000 tested, 0.83% active | EP2-expressing cells, cAMP HTRF FRET, PGE2 co-stimulation | Prostaglandin E2 receptor EP2 subtype (Homo sapiens), P43116;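 active = compounds whose cAMP rise, as percent of the full-agonist control response, exceeds 60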;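 note: rat C6 glioma line stably carrying human EP2 under a CMV promoter; the protocol text gives 20 µM as final concentration; 100% = response of wells given 1 µM PGE2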
TNF necrop inh = inhibitors of TNF-alpha triggered necroptosis, primary screen, cell-based, Jurkat FADD-/-, single concentration. Jurkat FADD-/- TNF necroptosis rescue, ATP luminescence, 24 h; 0 = TNF only, 100 = no-TNF cells. activation (protection from cell death), % at 10 µM. 220,000 tested, 0.068% active;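 active = activation, meaning protection from cell death, of at least 50% relative to plate controls; inactive = activation below 50%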;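 note: necroptosis triggered by 40 ng/mL TNF-alpha added together with compound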
* marks the source's active call; other numbers are inactive results; x = not tested or not shown; & = joins results of further samples. Not all compounds are listed (hit frequency here may not be typical).

Values in the order: Runt-CBFb FRET	Hck Nef HTS	RBBP9 inhibitor	Runt-SMMHC FRET	EP2 antag	PERK inhibitor	L929 necroptosis	EP2 mod	TNF necrop inh
CC1CCCC(NC(=O)C2c3ccccc3C(=O)N2Cc2cccs2)C1C (stereo not given)
→ -3	-2	-1	-2	9	-1.3	0.9	25	2.6
CCOC(=O)Cc1csc(NS(=O)(=O)c2ccc(Br)cc2)n1
→ 0	-16	-2	-2	1	-0.8	2.6	18	1.1
COc1ccc(C2c3[nH]c4ccccc4c3CCN2C(=O)c2cc3ncccn3n2)c(F)c1 (stereo not given)
→ -3	13	-3	-4	4	-0.6	4.3	-42	3.0
CCNCC(=O)N1c2ccccc2CCc2ccc(NC(C)=O)cc21
→ 5	4	8	-6	7	1.9	-0.9	8	0.1
COC(Cc1nnc(SC)n1-c1ccccc1)OC
→ 0	1	-3	0	11	0.4	-0.1	27	-2.9
O=C(NCCCN1CCOCC1)c1ccccc1-c1ccccc1
→ -2	9	-11	-2	17	-0.5	-0.6	34	0.6
CCOC(=O)N/N=C1\CCc2ccccc21
→ 0	3	-4	-1	12	0.8	-0.2	32	-2.2
COc1ccc(C2/C(=C(/O)c3ccccc3)C(=O)C(=O)N2c2ccccn2)c(OC)c1 (stereo not given)
→ -12	2	-9	-1	2	0.9	0.1	34	-3.6
O=c1cc(N2CCC3(CC2)OCCO3)[nH]c(=O)n1C1CCCCC1
→ 1	2	0	4	13	0.7	-0.6	28	-0.8
CCc1ccccc1NC(=O)CN(C)C(=O)Cn1ncc(Cl)c(Cl)c1=O
→ -1	2	-1	3	9	0.5	54	8	-15
CN(C(=O)c1ccc(Cl)c(S(=O)(=O)N2CCOCC2)c1)c1ccccc1C(=O)O
→ 0	2	-4	3	2	0.8	0.8	21	-0.8
COC(=O)C1=C(C)N(c2ccc(OC)cc2)C(C)=C(C(=O)OC)C1c1ccc(OC)cc1
→ 1	18	-11	-2	13	-1.1	-0.8	45	-4.7
CC(C)CN1C(=O)NC(NC(=O)c2ccco2)(C(F)(F)F)C1=O (stereo not given)
→ 1	4	2	-6	16	1.4	-0.1	20	-1.3
CSc1ccc(CN(C)CC(=O)NC(C)c2ccccc2)cc1 (stereo not given)
→ -4	14	4	1	14	1.3	-0.7	-14	16
COc1ccc2c(c1)c1ncnc(N3CCN(Cc4ccc5c(c4)OCO5)CC3)c1n2C
→ -7	3	-4	-4	10	-1.4	0.7	-9	1.8
Cc1ccc(-c2nc3cc(NC(=O)C(C)C)ccc3o2)cc1
→ -1	0	5	-5	7	0.2	0.6	-33	-0.8
Cc1ccc(O)c(C(=O)c2cc(C#N)c(=O)n(C(C)c3ccccc3)c2)c1 (stereo not given)
→ -1	22	-13	-6	12	0.3	-1.7	-15	1.1
NC(=O)C1=C[C@H](c2csc3ccccc23)C[C@H](OCc2ccc(CO)cc2)O1
→ 1	-17	-5	0	21	-0.3	2.4	-26	3.3
CNC(=S)N(CCc1ccc(S(N)(=O)=O)cc1)C1CC(=O)N(c2ccccc2F)C1=O (stereo not given)
→ 1	19	-4	-1	8	1.0	0.4	-47	2.1
Nc1c(NCc2ccccc2)c(=O)[nH]c(=O)n1Cc1ccccc1
→ 1	-1	4	2	6	0.0	0.4	-17	0.2
O=C(O)C(Sc1ccncn1)c1ccccc1 (stereo not given)
→ 0	-4	6	4	4	0.3	3.2	27	-0.2
CSc1nc2nc3c(cc2c(=O)n1-c1ccccc1C)CCCC3
→ 0	16	-8	-4	7	-2.1	2.9	-16	-6.0
O=C(CCc1ccccc1)NN1C(=O)C2C3C=CC(O3)C2C1=O (stereo not given)
→ 14	17	-6	4	5	1.0	-0.6	10	0.8
Cc1cccc(C(CC(=O)N2CCCC2)c2ccccc2)c1O (stereo not given)
→ 0	0	-1	5	13	0.3	-0.3	6	0.1
CCS(=O)(=O)N1Cc2ccccc2CC1C(=O)OCC(=O)N(C(C)C)C(C)C (stereo not given)
→ -2	3	0	0	7	0.0	2.4	14	0.0
CCOC(=S)SCc1cn2cccc(C)c2n1
→ 13	25	4	11	0	0.2	5.7	-42	1.4
Cn1nc(C(=O)NCc2ccc(F)cc2)c2ccccc2c1=O
→ x	1	2	x	7	-0.7	-0.2	7	-5.4
CCCn1c(-c2cccs2)nc2c1c(=O)[nH]c(=O)n2Cc1ccccc1
→ -2	20	-4	0	0	1.2	1.2	72*	-0.1
O=C(CN1CCOCC1)N/N=C/c1ccc(-c2ccc(C(=O)O)cc2)o1
→ -11	-2	-1	7	6	1.2	-0.1	1	1.0
Cc1ccc(Nc2c3c(nc4ccccc24)CCC3)cc1
→ 2	10	-3	-1	19	-1.5	-1.0	-40	-6.6
Cc1ccc(O)c(Sc2cc(C)ccc2O)c1
→ 3	-20	-2	0	6	0.7	-1.1	49	-1.1
COc1ccc(-c2cc(C(F)(F)F)n3nc(C(=O)NCCCN4CCOCC4)cc3n2)cc1
→ 10	19	-3	28	4	0.6	1.0	-32	1.5
Cc1ccc(N2C(=O)[C@@H]3[C@H](C2=O)C2c4ccccc4C=CN2[C@@H]3C(=O)c2ccco2)c(C)c1 (stereo not given in full)
→ -26	0	-6	-46	10	-0.4	0.9	x	-1.8
CC(C)c1ccc(S(=O)(=O)c2cc3cc(Br)ccc3oc2=O)cc1
→ -10	0	3	-30	7	0.5	1.5	0	3.4
COc1ccc(-c2nnc3sc(-c4cccs4)nn23)cc1OC
→ -1	-1	-12	-6	11	-1.2	52	21	-13
Cc1cc(N2CCOCC2)nc(C(C)C)n1
→ 0	17	-2	1	4	0.8	8.4	-2	-1.0
COC(=O)c1cc(C#N)c(NCc2ccccc2)nc1C
→ 0	1	0	-12	16	0.4	0.0	28	0.9
OCCNCCCCOc1cccc(Br)c1
→ 0	-17	-5	-2	10	1.3	-0.1	-25	2.7
CN(C)c1ccc(-n2cccc2/C=C/[N+](=O)[O-])cc1
→ -2	22	-2	-1	26	0.1	-1.9	-86	-0.2
CC(C)CCNC(=O)NC(=O)COc1ccccc1C#N
→ 0	-1	-5	3	13	-0.1	0.5	-3	0.1

Copied from the list.
Value of CCOC(=S)SCc1cn2cccc(C)c2n1 in TNF necrop inh: 1.4
Value of O=C(CCc1ccccc1)NN1C(=O)C2C3C=CC(O3)C2C1=O (stereo not given) in PERK inhibitor: 1.0

Continued.
Values in the order: Runt-CBFb FRET	Hck Nef HTS	RBBP9 inhibitor	Runt-SMMHC FRET	EP2 antag	PERK inhibitor	L929 necroptosis	EP2 mod	TNF necrop inh
Nc1nonc1-n1nnc(C(=O)N/N=C/C2CC=CCC2)c1CSc1ccccc1 (stereo not given)
→ 2	17	-2	2	13	-0.9	-0.4	-36	0.9
Cc1ccc(-n2nc(C)c3c(C)cc(=O)[nH]c32)cc1
→ 0	-14	-2	0	8	0.7	-0.2	5	-1.9
COc1ccc(NC(=O)c2c(Nc3ccccc3)sc(C(=O)c3ccc(F)cc3)c2N)cc1
→ 7	-3	-7	3	x	-0.3	-0.8	-14	-4.3
Cc1ccc(C)c(NC(=O)C2(C)CC3c4ccccc4C2c2ccccc23)c1 (stereo not given)
→ 0	-1	-1	4	-4	0.6	0.1	20	-1.5
Cc1ccc2c(c1)C(=O)OC1(O)C3C4C=CC(C4)C3C(=O)N21 (stereo not given)
→ 1	18	-11	-2	8	0.1	-0.3	45	-0.1
O=C1C(Oc2ccc(Cl)cc2)C(c2ccc3c(c2)OCO3)N1CC1CCCO1 (stereo not given)
→ 0	20	-7	-3	4	-0.8	-1.6	-8	-0.1
O=c1oc2ccccc2c(NCc2ccccc2)c1[N+](=O)[O-]
→ -2	5	-5	4	4	0.3	0.5	-23	0.1
COc1ccc(-n2cc(CNCCCn3ccnc3)c(-c3cccc(F)c3)n2)cc1
→ 1	18	-8	-1	14	-0.3	5.2	-29	5.6
O=S(=O)(NCCSc1ccccn1)c1ccc(Br)cc1
→ -2	17	2	-5	9	0.5	7.8	13	1.0
O=C(Nc1cccc(Cl)c1)N(CCN1CCOCC1)Cc1ccccc1F
→ 2	-2	-4	-6	6	-1.6	-0.2	-9	1.4
COc1ccc(NC(=O)C2CC(c3ccc(OC)c(OC)c3)=NO2)cc1OC (stereo not given)
→ 2	0	1	-3	4	-0.7	0.3	-1	1.6
COc1ccc(CCNC(=O)/C(C#N)=C2\N=C(NC(=O)c3ccco3)c3ccccc32)cc1
→ -10	-29	-6	-55	20	0.0	-0.4	-12	-19
O=C(COc1ccc2c(c1)C(=O)CC1(CCCCC1)O2)NCc1ccccc1
→ -2	0	-2	4	6	1.0	0.1	1	-0.3
Cc1ccc(C(=O)N/C(=C/c2cccs2)C(=O)NCC2CCCO2)cc1 (stereo not given)
→ -1	22	4	-4	11&3	0.8	0.8	-29&22	0.0
CC(C)NC(=O)CSc1nnc(C2CC2)n1-c1ccccc1
→ 2	0	-7	1	9	0.0	0.2	2	-0.2
CCC1SC(C)C/C(=N/NC(N)=O)C1C (stereo not given)
→ 3	20	6	1	4	0.1	0.7	4	0.3
CCOc1cc2c3c(c1)C1(C(=O)N3C(C)(C)C=C2C)C(C#N)=C(N)Oc2cc(O)ccc21 (stereo not given)
→ 1	4	-7	141	6	-0.4	0.5	-1	-6.2
CC(=O)N1CCN(c2nnnn2-c2ccccc2)CC1
→ -1	0	1	-2	13	0.3	1.0	2	0.4
COC(=O)c1ccc(N2C(=O)CC(SCC(=O)Nc3ccc(OC)cc3)C2=O)cc1 (stereo not given)
→ 10	5	-5	4	9	0.0	0.4	13	2.3
OCCC1CN(Cc2nc(-c3ccccc3)cs2)CCN1CCc1ccccc1 (stereo not given)
→ 0	-2	2	-1	9	1.6	0.8	-3	0.3
COC(=O)CC(=O)N1CCN(c2ccc(Cl)c(Cl)c2)CC1
→ 0	24	0	3	3	-0.6	-1.9	-56	1.6
